From PubChem
UHRF1 binding: human UHRF1 methylated DNA binding inhibitors. Q96T88. UHRF1 binding to methylated oligo, TR-FRET. inhibition, % at 4.4 µM. 370,000 tested, 0.75% active. AID 687016; in the data active = inhibition above about 21%;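 also: UHRF1 SRA domain binding a hemimethylated CpG hairpin DNA probe; 0% = median of test compound wells and 100% = reference inhibitor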
PLC-gamma1 inh: inhibitors of human phospholipase C gamma1 | purified PLC-gamma1, fluorogenic substrate, fluorescence | inhibition, % at 12.2 µM | 370,000 tested, 0.84% active | AID 720700; in the data active = inhibition above about 9.5%
Tn6 DDE FP: inhibitors of Tn6 peptide binding to human fibrin DD(E); Fibrin DD(E) TRITC-Tn6 fluorescence polarization displacement; inhibition, % at 8.3 µM; 370,000 tested, 0.21% active; AID 720509;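 active = inhibition above a per-campaign cutoff: mean of compounds within control limits plus 3 SD, cut at about 15% in these data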;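 also: 0% = median of all compound wells on the plate and 100% = blocking peptide control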
Target sequence (P02675 whole entry, looked up): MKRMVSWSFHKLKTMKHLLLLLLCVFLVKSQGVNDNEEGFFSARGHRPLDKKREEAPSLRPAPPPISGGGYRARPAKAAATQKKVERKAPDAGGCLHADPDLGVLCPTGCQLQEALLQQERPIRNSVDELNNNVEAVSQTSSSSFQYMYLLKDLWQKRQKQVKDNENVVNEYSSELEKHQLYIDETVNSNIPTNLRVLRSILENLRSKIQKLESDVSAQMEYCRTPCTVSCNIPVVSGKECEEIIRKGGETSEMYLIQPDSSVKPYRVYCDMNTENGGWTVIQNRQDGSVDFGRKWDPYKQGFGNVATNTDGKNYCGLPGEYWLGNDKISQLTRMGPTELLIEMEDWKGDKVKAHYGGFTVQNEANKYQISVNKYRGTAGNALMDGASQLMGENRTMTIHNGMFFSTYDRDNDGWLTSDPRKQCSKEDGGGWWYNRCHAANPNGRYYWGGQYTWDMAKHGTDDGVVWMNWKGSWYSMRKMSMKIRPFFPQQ
KLK7 zymogen act: proKLK7 (human) activation, primary screen; P49862; purified proKLK7, EDANS-DABCYL substrate fluorescence; 100% is mature enzyme control, 0% vehicle; activation, % at 7 µM; 370,000 tested, 0.9% active;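 active = activation above the mean of all tested compounds plus 3 SD, computed per campaign excluding outliers beyond control limits, cut at about 13% in these data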
MBD2 inh: inhibitors of human MBD2 binding to methylated oligonucleotide; TR-FRET; inhibition, % at 4.4 µM; 370,000 tested, 0.31% active; AID 686964; in the data active = inhibition above about 13%
Target sequence (Q9UBB5 whole entry, looked up): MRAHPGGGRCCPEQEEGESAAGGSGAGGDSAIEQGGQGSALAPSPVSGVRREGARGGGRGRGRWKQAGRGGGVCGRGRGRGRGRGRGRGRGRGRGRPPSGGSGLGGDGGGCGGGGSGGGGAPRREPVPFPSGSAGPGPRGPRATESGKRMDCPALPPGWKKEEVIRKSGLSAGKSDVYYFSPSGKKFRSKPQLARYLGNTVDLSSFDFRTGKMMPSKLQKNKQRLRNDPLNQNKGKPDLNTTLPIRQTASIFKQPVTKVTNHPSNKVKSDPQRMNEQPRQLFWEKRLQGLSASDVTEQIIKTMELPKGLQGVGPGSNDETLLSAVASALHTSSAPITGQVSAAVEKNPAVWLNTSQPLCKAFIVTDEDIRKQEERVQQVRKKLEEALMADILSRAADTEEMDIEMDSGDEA
ASAP1 inh: blocks human ASAP1-stimulated Arf1 GTP hydrolysis; Q9ULH1; GDP FP detection; inhibition, % at 16.5 µM; 360,000 tested, 0.19% active; AID 624377; in the data active = inhibition above about 25%;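 also: 0% = vehicle with enzyme and substrate and 100% = no enzyme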
ADAM17 inh: ADAM17 inhibition, QFRET primary screen; P78536; recombinant ADAM17, EDANS/DABCYL FRET peptide cleavage; inhibition, % at 6.95 µM; 370,000 tested, 0.83% active; AID 720648;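 active = inhibition above the mean of compounds lying between control limits plus 3 SD, set per campaign, cut at about 8.5% in these data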;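 also: 0% = DMSO-only wells as the low control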
Tn7 DDE FP: DD(E)-Tn7 binding inhibition, primary FP screen; FP displacement of FITC-Tn7 peptide from fibrin DD(E); 0% = median of compound wells per plate; inhibition, % at 8.3 µM; 370,000 tested, 0.13% active; AID 720508;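 active = inhibition above the mean of compounds falling within the control limits plus 3 SD of them, cut at about 14% in these data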;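 also: 0% = plate median of compound wells and 100% = 10 µM Aha-Tn7 peptide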
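Also added: labelled Tn7 tracer, 0.1 µM; Assay system: human fibrin DD(E) protein; Amount: 2 µM fibrin DD(E); Schedule: 10 min compound pre-incubation, 3 h probe incubation at room temperature; Repeats: one replicate per compound; Read-out basis: percent inhibition; Measured by: fluorescence polarization of the labelled Tn7 tracer.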
PLC-beta3 inh: inhibitors of human phospholipase C beta3 | Q01970 | Purified PLC-beta3, fluorogenic substrate, fluorescence | inhibition, % at 12.2 µM | 370,000 tested, 0.18% active; in the data active = inhibition above about 11%;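 also: 0% = median of compound wells on plate and 100% = full blocker control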
ARFGAP1 inhibitor: inhibitors of rat ARFGAP1 | Q62848 | Arfgap1-stimulated ARF1 GTP hydrolysis, GDP FP detection | inhibition, % at 16.5 µM | 360,000 tested, 0.26% active | AID 651572;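 active = inhibition above a per-plate limit, mean inhibition of low control wells plus 3 SD, cut at about 25% in these data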;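 also: 0% = DMSO wells with enzyme and 100% = wells lacking Arfgap1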
Target sequence (Q62848 1-136 limits assumed): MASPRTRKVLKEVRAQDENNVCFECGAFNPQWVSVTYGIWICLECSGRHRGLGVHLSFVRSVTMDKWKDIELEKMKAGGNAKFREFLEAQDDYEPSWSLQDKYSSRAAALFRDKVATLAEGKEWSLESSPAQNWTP
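Material: rat Arfgap1 GAP domain (His6, aa 1-136), purified enzyme. Also added: human ARF1(Δ1-17)-GTP substrate. Compound dosing: 16.5 µM single point, 1.26% DMSO. Timing: enzyme reaction 120 min at 25 °C after 20 min preincubation. Signal: GDP detection by fluorescence polarization. Read-out basis: percent inhibition of GAP-stimulated GDP formation, scaled between DMSO and no-Arfgap1 medians.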
Numbers without * were called inactive.

COc1ccc2[nH]c(=O)c(CN(C(C)=O)c3cc(C)ccc3C)cc2c1 was read as UHRF1 binding -1, PLC-gamma1 inh -13, Tn6 DDE FP 3, KLK7 zymogen act 0.4, MBD2 inh 1, ASAP1 inh 1, ADAM17 inh -42, Tn7 DDE FP 13, PLC-beta3 inh -16 and ARFGAP1 inhibitor -4.
COc1ccc(Cl)cc1NC(=S)Nc1cccnc1 was read as UHRF1 binding 1, PLC-gamma1 inh -2, Tn6 DDE FP 4, KLK7 zymogen act 0.2, MBD2 inh 5, ASAP1 inh 0, ADAM17 inh -5, Tn7 DDE FP 4, PLC-beta3 inh 2 and ARFGAP1 inhibitor 6.
`COC(=O)COc1cccc(/C=N/NC(=O)CCSc2ccccc2)c1` gave UHRF1 binding -1, PLC-gamma1 inh -6, Tn6 DDE FP -6, KLK7 zymogen act 0.2, MBD2 inh -1, ASAP1 inh 11, ADAM17 inh 2, Tn7 DDE FP -2, PLC-beta3 inh 3 and ARFGAP1 inhibitor -7.
For C/C(=C\c1ccccc1F)C(=O)c1c(C)cc(C)[nH]c1=O the results were UHRF1 binding 2, PLC-gamma1 inh -2, Tn6 DDE FP -5, KLK7 zymogen act -0.2, MBD2 inh 1, ASAP1 inh 0, ADAM17 inh -3, Tn7 DDE FP -4, PLC-beta3 inh -7 and ARFGAP1 inhibitor 17.
Screening COc1ccc(NC(=S)N2CCc3ccccc3C2)cc1OC returned UHRF1 binding -1, PLC-gamma1 inh 4, Tn6 DDE FP 5, KLK7 zymogen act -0.3, MBD2 inh 0, ASAP1 inh 8, ADAM17 inh 2, Tn7 DDE FP -8, PLC-beta3 inh -4 and ARFGAP1 inhibitor 4.
Screening CCOc1ccc(NC(=O)CCC(=O)OC)cc1 returned UHRF1 binding 2, PLC-gamma1 inh 0, Tn6 DDE FP -2, KLK7 zymogen act 0.1, MBD2 inh 0, ASAP1 inh -5, ADAM17 inh -2, Tn7 DDE FP -1, PLC-beta3 inh 4 and ARFGAP1 inhibitor -4.
For COc1ccccc1N(CC(=O)NCCSc1ccccc1)S(C)(=O)=O the results were UHRF1 binding 0, PLC-gamma1 inh -1, Tn6 DDE FP 9, KLK7 zymogen act 0.0, MBD2 inh -1, ASAP1 inh -11, ADAM17 inh 0, Tn7 DDE FP 5, PLC-beta3 inh -1 and ARFGAP1 inhibitor -1.
Screening C=CCn1c(=NC(=O)CN2C(=O)CCC2=O)sc2cccc(OC)c21 returned UHRF1 binding -1, PLC-gamma1 inh -19, Tn6 DDE FP 2, KLK7 zymogen act 0.8, MBD2 inh 2, ASAP1 inh -8, ADAM17 inh -6, Tn7 DDE FP -13, PLC-beta3 inh -24 and ARFGAP1 inhibitor 10.
COc1ccccc1OCCNS(=O)(=O)c1ccc2oc3ccccc3c2c1 was read as UHRF1 binding 2, PLC-gamma1 inh -1, Tn6 DDE FP -1, KLK7 zymogen act 0.6, MBD2 inh 0, ASAP1 inh -1, ADAM17 inh 6, Tn7 DDE FP -7, PLC-beta3 inh -2 and ARFGAP1 inhibitor -8.
Cc1nn(-c2nnc(C)c(=O)[nH]2)c(C)c1SCC(=O)Nc1ccc(F)cc1 was read as UHRF1 binding 0, PLC-gamma1 inh 0, Tn6 DDE FP 7, KLK7 zymogen act -0.3, MBD2 inh -3, ASAP1 inh 11, ADAM17 inh -4, Tn7 DDE FP -3, PLC-beta3 inh 0 and ARFGAP1 inhibitor -6.
Cc1cc(N)n(-c2ccc(Oc3ccccc3)c(S(=O)(=O)O)c2)n1 was read as UHRF1 binding 6, PLC-gamma1 inh -1, Tn6 DDE FP 2, KLK7 zymogen act -0.1, MBD2 inh -5, ASAP1 inh 4, ADAM17 inh -4, Tn7 DDE FP 8, PLC-beta3 inh 2 and ARFGAP1 inhibitor 5.
Screening O=C(Nc1ccc(S(=O)(=O)NC2=NCCCCC2)cc1)c1ccccc1Cl returned UHRF1 binding -1, PLC-gamma1 inh 6, Tn6 DDE FP -2, KLK7 zymogen act -0.5, MBD2 inh 0, ASAP1 inh -2, ADAM17 inh -1, Tn7 DDE FP -6, PLC-beta3 inh 7 and ARFGAP1 inhibitor 5.
`COc1ccc(NC(=O)CN(C)CCOc2ccc(Cl)cc2)cc1OC` gave UHRF1 binding 4, PLC-gamma1 inh 1, Tn6 DDE FP 1, KLK7 zymogen act 0.4, MBD2 inh 1, ASAP1 inh -4, ADAM17 inh -5, Tn7 DDE FP -5, PLC-beta3 inh -8 and ARFGAP1 inhibitor 8.
`O=C(CN(Cc1ccc2c(c1)OCO2)C(=O)CNS(=O)(=O)c1ccccc1)NCC1CCCO1` (stereo not given) gave UHRF1 binding -2, PLC-gamma1 inh 1, Tn6 DDE FP -2, KLK7 zymogen act 0.0, MBD2 inh 1, ASAP1 inh -2, ADAM17 inh 0, Tn7 DDE FP 7, PLC-beta3 inh 3 and ARFGAP1 inhibitor -3.
Screening COc1ccc(C(=O)C2CCN(C(=O)c3ccc(OC)cc3)CC2)cc1 returned UHRF1 binding -2, PLC-gamma1 inh 0, Tn6 DDE FP 1, KLK7 zymogen act 0.1, MBD2 inh 3, ASAP1 inh -2, ADAM17 inh -2, Tn7 DDE FP 5, PLC-beta3 inh -7 and ARFGAP1 inhibitor 3.
`C[C@H](CO)N1C[C@H](C)[C@@H](CN(C)Cc2ccccc2C(=O)O)OCc2cnnn2CCCC1=O` gave UHRF1 binding -1, PLC-gamma1 inh 2, Tn6 DDE FP 2, KLK7 zymogen act -0.9, MBD2 inh -4, ASAP1 inh 1, ADAM17 inh 1, Tn7 DDE FP -1, PLC-beta3 inh 2 and ARFGAP1 inhibitor -8.
C=CCn1c(-c2ccc(F)cc2)n[nH]c1=S was read as UHRF1 binding 1, PLC-gamma1 inh -1, Tn6 DDE FP 16*, KLK7 zymogen act 0.0, MBD2 inh -1, ASAP1 inh 9, ADAM17 inh -2, Tn7 DDE FP -3, PLC-beta3 inh 2 and ARFGAP1 inhibitor 1.
`CCC1Oc2ccccc2N(CC(=O)N2CCCC2)C1=O` (stereo not given) gave UHRF1 binding 2, PLC-gamma1 inh 9.7*, Tn6 DDE FP -10, KLK7 zymogen act -0.2, MBD2 inh -1, ASAP1 inh -15, ADAM17 inh 1, Tn7 DDE FP -2, PLC-beta3 inh 8 and ARFGAP1 inhibitor 0.
Screening O=c1cc(Cn2ccnc2)c2cc(O)ccc2o1 returned UHRF1 binding -3, PLC-gamma1 inh -3, Tn6 DDE FP -5, KLK7 zymogen act 0.1, MBD2 inh -2, ASAP1 inh -5, ADAM17 inh -2, Tn7 DDE FP -5, PLC-beta3 inh -11 and ARFGAP1 inhibitor 3.
Screening O=C(Nc1ccc2[nH]ncc2c1)c1ccccc1Br returned UHRF1 binding -2, PLC-gamma1 inh 4, Tn6 DDE FP 2, KLK7 zymogen act -0.1, MBD2 inh -1, ASAP1 inh -4, ADAM17 inh 3, Tn7 DDE FP -5, PLC-beta3 inh -6 and ARFGAP1 inhibitor -10.

Sorted by SMILES length (largest number first): some entries from above.
For COc1ccccc1N(CC(=O)NCCSc1ccccc1)S(C)(=O)=O the results were UHRF1 binding 0, PLC-gamma1 inh -1, Tn6 DDE FP 9, KLK7 zymogen act 0.0, MBD2 inh -1, ASAP1 inh -11, ADAM17 inh 0, Tn7 DDE FP 5, PLC-beta3 inh -1 and ARFGAP1 inhibitor -1.
Screening COc1ccc(NC(=S)N2CCc3ccccc3C2)cc1OC returned UHRF1 binding -1, PLC-gamma1 inh 4, Tn6 DDE FP 5, KLK7 zymogen act -0.3, MBD2 inh 0, ASAP1 inh 8, ADAM17 inh 2, Tn7 DDE FP -8, PLC-beta3 inh -4 and ARFGAP1 inhibitor 4.
COc1ccc(Cl)cc1NC(=S)Nc1cccnc1 was read as UHRF1 binding 1, PLC-gamma1 inh -2, Tn6 DDE FP 4, KLK7 zymogen act 0.2, MBD2 inh 5, ASAP1 inh 0, ADAM17 inh -5, Tn7 DDE FP 4, PLC-beta3 inh 2 and ARFGAP1 inhibitor 6.

The listing continues.
`COc1cccc2cc(C(=O)c3ccc([N+](=O)[O-])cc3)oc12` gave UHRF1 binding 4, PLC-gamma1 inh 3, Tn6 DDE FP -7, KLK7 zymogen act 0.1, MBD2 inh 0, ASAP1 inh -1, ADAM17 inh 1, Tn7 DDE FP -2, PLC-beta3 inh 1 and ARFGAP1 inhibitor 3.
Screening Fc1ccccc1OCCSc1ncnc2nc[nH]c12 returned UHRF1 binding 1, PLC-gamma1 inh 1, Tn6 DDE FP 2, KLK7 zymogen act 0.4, MBD2 inh 4, ASAP1 inh 7, ADAM17 inh -3, Tn7 DDE FP -1, PLC-beta3 inh 1 and ARFGAP1 inhibitor 7.
Screening CCOC(=O)CCC(=O)NCc1ccc2[nH]c(C)cc2c1 returned UHRF1 binding -6, PLC-gamma1 inh -25, Tn6 DDE FP -5, KLK7 zymogen act -0.6, MBD2 inh -6, ASAP1 inh 0, ADAM17 inh -10, Tn7 DDE FP 1, PLC-beta3 inh -36 and ARFGAP1 inhibitor 11.
Screening CC(=O)Oc1cccc(N2C(=O)CC(Nc3ccc(N4CCOCC4)cc3)C2=O)c1 (stereo not given) returned UHRF1 binding -6, PLC-gamma1 inh -23, Tn6 DDE FP 1, KLK7 zymogen act 3.5, MBD2 inh -9, ASAP1 inh 2, ADAM17 inh 5, Tn7 DDE FP 7, PLC-beta3 inh -31 and ARFGAP1 inhibitor -6.
For CC(CN1CCOCC1)OC(=O)c1cccs1 (stereo not given) the results were UHRF1 binding 0, PLC-gamma1 inh -1, Tn6 DDE FP 3, KLK7 zymogen act 0.3, MBD2 inh 1, ASAP1 inh -5, ADAM17 inh -3, Tn7 DDE FP 3, PLC-beta3 inh 3 and ARFGAP1 inhibitor 6.
CSc1nc2ccccc2nc1N(C)S(=O)(=O)c1ccc(C)cc1 was read as UHRF1 binding 1, PLC-gamma1 inh -7, Tn6 DDE FP -2, KLK7 zymogen act -0.4, MBD2 inh 2, ASAP1 inh 0, ADAM17 inh -5, Tn7 DDE FP 4, PLC-beta3 inh -9 and ARFGAP1 inhibitor 0.
Screening C[C@H](CO)N1C[C@H](C)[C@@H](CN(C)C(=O)Nc2ccnc(N3CCOCC3)c2)OCc2cnnn2CCCC1=O returned UHRF1 binding -3, PLC-gamma1 inh 0, Tn6 DDE FP -5, KLK7 zymogen act 0.9, MBD2 inh -5, ASAP1 inh -4, ADAM17 inh -2, Tn7 DDE FP 0, PLC-beta3 inh 3 and ARFGAP1 inhibitor 1.
Screening CCN(c1ccccc1)S(=O)(=O)c1ccc(C(=O)NNC(=O)c2ccccc2F)cc1 returned UHRF1 binding 2, PLC-gamma1 inh 2, Tn6 DDE FP 6, KLK7 zymogen act 0.7, MBD2 inh 5, ASAP1 inh 0, ADAM17 inh -1, Tn7 DDE FP 1, PLC-beta3 inh -10 and ARFGAP1 inhibitor 6.
